Screens from PubChem BioAssay.
STK33 inh: blocks human STK33 kinase activity | Q9BYT3 | purified STK33, MBP phosphorylation, ADP-Glo luminescence | inhibition, % at 10 µM | 0.073% of 320,000 active;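 active = inhibition at or above 25%, using the most active replicate where run in duplicate; inactive = inhibition below 25%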
Target sequence (Q9BYT3 whole entry, looked up): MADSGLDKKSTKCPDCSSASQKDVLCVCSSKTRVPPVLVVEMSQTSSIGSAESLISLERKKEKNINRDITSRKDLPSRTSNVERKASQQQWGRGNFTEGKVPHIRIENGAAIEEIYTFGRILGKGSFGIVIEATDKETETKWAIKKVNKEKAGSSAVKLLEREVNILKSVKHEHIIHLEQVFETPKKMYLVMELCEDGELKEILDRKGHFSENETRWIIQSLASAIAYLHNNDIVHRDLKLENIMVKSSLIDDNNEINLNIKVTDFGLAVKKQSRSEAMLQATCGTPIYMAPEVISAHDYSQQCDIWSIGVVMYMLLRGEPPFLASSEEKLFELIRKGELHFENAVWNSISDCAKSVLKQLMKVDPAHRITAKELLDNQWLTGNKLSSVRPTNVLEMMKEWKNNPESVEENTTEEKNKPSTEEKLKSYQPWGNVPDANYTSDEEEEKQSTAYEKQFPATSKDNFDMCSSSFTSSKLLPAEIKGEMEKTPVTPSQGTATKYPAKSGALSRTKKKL
OX1R antag-1: blocks the human orexin 1 receptor; OX1R-expressing cells, FRET antagonist read-out; inhibition, % at 6.6 µM; 1.8% of 330,000 active; AID 485270; in the data active = inhibition mostly above about 38%, no sharp cut-off; inactive = mostly below about 40%;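 note: 0% = agonist challenge alone and 100% = reference antagonist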
Target sequence (O43613 whole entry, looked up): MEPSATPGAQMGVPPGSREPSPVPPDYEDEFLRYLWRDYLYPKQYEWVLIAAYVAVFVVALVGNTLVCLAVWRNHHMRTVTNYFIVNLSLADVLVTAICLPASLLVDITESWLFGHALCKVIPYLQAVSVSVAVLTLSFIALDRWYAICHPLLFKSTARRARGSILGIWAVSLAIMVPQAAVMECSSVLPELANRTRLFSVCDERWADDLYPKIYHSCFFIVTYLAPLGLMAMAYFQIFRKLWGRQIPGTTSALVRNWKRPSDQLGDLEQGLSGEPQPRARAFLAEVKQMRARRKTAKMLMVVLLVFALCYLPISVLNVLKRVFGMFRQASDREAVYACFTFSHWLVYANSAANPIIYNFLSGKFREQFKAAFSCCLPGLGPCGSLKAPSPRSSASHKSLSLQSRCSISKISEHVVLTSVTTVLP
OX1R antag-2: human HCRTR1 antagonism | O43613 | CHO/OX1R cells, Fluo-8 calcium fluorescence, orexin A | inhibition, % at 5 µM | 0.43% of 330,000 active | AID 434989;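 active = inhibition above its plate's threshold, mean inhibition of all tested compounds on the plate plus 3 SD, cut at about 37% in these data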;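 note: 0% = orexin A challenge wells and 100% = SB-334867-A antagonist wells; not every result past the cut was called active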
An asterisk follows results filed as active; / = no result given. Compounds were not picked by outcome. Share with any hit: about 2.2%.

SMILES	STK33 inh	OX1R antag-1	OX1R antag-2
CCCn1nnc(NC(=O)COc2ccc(CC)cc2)n1	-0.6	1	-12
CCCCn1c(N)c(N(CC(C)C)C(=O)Cc2ccc3c(c2)OCCO3)c(=O)[nH]c1=O	-1.5	15	-6
S=C(NCc1ccccc1)N/N=C/c1cccs1	-0.4	3	-22
CC(C)(C)OC(=O)NCCCC(CCCNC(=O)OC(C)(C)C)C(=O)O	3.0	10	-1
Nc1nonc1N/N=C\c1ccccc1	1.4	13	-9
COc1ccc(C(=O)NNC(=O)CSc2nnc3ccccn23)cc1OC	-0.8	6	0
O=C(CSc1nc(Cc2ccccc2)nc2ccccc12)Nc1nc2c(s1)CCCC2	1.6	33	28
COc1cccc(OC)c1C(=O)Nc1nc(COc2ccccc2)cs1	-0.6	17	-17
CCCCN(c1ccc(C(=O)OC)cc1)S(=O)(=O)c1ccccc1	0.2	14	-18
CS(=O)(=O)c1ccccc1C(=O)Nc1ccccc1Cc1ccccc1	-2.6	22	-29
COc1ccc(-c2nnn(CC(=O)N(CCN3CCOCC3)C(C(=O)NC3CCCCC3)c3ccco3)n2)cc1 (configuration not stated)	-1.7	18	-15
CCOC(=O)Cc1csc(SCC(=O)NC(C)C23CC4CC(CC(C4)C2)C3)n1 (configuration not stated)	/	7	-30
Cc1cc(C)nc(NC(=O)c2cccc(Br)c2)n1	0.0	5	-7
CCOC(=O)c1cc2n(c1/N=C/N(C)C)-c1ccccc1C2=O	-0.7	9	-5
COC(=O)C1=C(C)NC(=O)NC1c1ccc(OCC(=O)N2CCCCC2)cc1 (configuration not stated)	0.2	1	-16
CC(C)Cc1cc(C(=O)NCCc2ccccc2)no1	-0.2	9	-18
CN(C)S(=O)(=O)c1ccc(NC(=O)c2ccc(Br)o2)cc1	1.7	11	8
COC(=O)c1ccc(NC(=O)CCN2CCN(CCC(=O)Nc3ccc(C(=O)OC)cc3)CC2)cc1	0.1	14	-9
N#CC1=C(N)n2c(s/c(=C\c3ccco3)c2=O)=C(C#N)C1c1ccco1 (configuration not stated)	0.3	14	-5
Nc1[nH]c(=O)[nH]c(=O)c1N=Nc1ccccc1Cl	0.4	17	-11

Just OX1R antag-2 and OX1R antag-1, for 3 of the compounds above:
Structure,OX1R antag-2,OX1R antag-1
CC(C)Cc1cc(C(=O)NCCc2ccccc2)no1,-18,9
CN(C)S(=O)(=O)c1ccc(NC(=O)c2ccc(Br)o2)cc1,8,11
COC(=O)c1ccc(NC(=O)CCN2CCN(CCC(=O)Nc3ccc(C(=O)OC)cc3)CC2)cc1,-9,14

More structures follow.
SMILES	STK33 inh	OX1R antag-1	OX1R antag-2
O=[N+]([O-])c1ccc(S(=O)(=O)N(CCCN2CCOCC2)Cc2cccs2)cc1	-2.6	86*	-24
COC(=O)C1=CN(C2CC2)C=C(C(=O)OC)C1c1ccc(C(F)(F)F)cc1	-2.1	25	-23
CCN(CC)S(=O)(=O)c1ccc(NC(=O)C2CCCO2)cc1 (configuration not stated)	1.0	25	1
CCCC/C=C/C(NC(=O)c1ccc(C(=O)OC)cc1)c1ccccc1 (configuration not stated)	-1.1	6	-14
Cc1cc(C)c(C)c(S(=O)(=O)N2CCN(C(=O)c3ccco3)CC2)c1C	5.5	4	-33
O=C(N/N=C/c1cccnc1)c1ccc(F)cc1	-0.4	0	-6
N#CC(NC(=O)OCc1ccccc1)c1ccccc1 (configuration not stated)	0.6	32	-15
CCC(C)N(C(=O)CN1C(=O)NC2(CCc3ccccc32)C1=O)C1CCS(=O)(=O)C1 (configuration not stated)	-0.6	2	-15
CC12CCC(=O)N1C(C(=O)Nc1nc3ccc(Cl)cc3s1)CS2 (configuration not stated)	1.4	29	-21
CSCCC(NC(=O)c1ccccc1)C(=O)NNC(=O)c1ccccc1 (configuration not stated)	0.0	3	-7
CC1CN(C(=O)c2cc3c(s2)CCC3)CC(C)O1 (configuration not stated)	-1.7	16	-9
Cc1ccc(NC(=O)CSc2nc(N)cc(N)n2)cc1S(=O)(=O)N1CCOCC1	3.0	14	-19
CC(=O)Nc1cccc(C(=O)/C=C/c2ccc(C)cc2)c1	6.7	15	-19
COc1ccccc1CNC(=O)CN1C(=O)c2cccc(N)c2C1=O	-0.5	31	-11
Brc1ccc(/C=N/Nc2ccccn2)cc1	-0.1	37	-7
CN(C(=O)CCOc1ccccc1)c1c(N)n(Cc2ccccc2)c(=O)[nH]c1=O	/	18	-9
CCN(CC)c1ccc(C(=O)NC(=S)N2CCN(Cc3ccc4c(c3)OCO4)CC2)cc1	0.9	18	-38
COC(=O)c1ccc(NC(=O)CN2C(=O)CNC2=O)cc1	-1.4	12	-12
O=C(O)CN1C(=O)/C(=C/c2ccccc2Br)Oc2ccccc21	-1.3	9	-23
O=C(CN(C(=O)CCC(=O)Nc1ccccn1)C1CCCC1)NCc1ccccc1	-0.6	8	-31
CCC(=O)Oc1ccc2oc(=O)cc(C)c2c1	1.3	6	4
Cc1ccc(-n2cc(CN3CCN(c4ccccn4)CC3)c(-c3ccc(F)cc3)n2)cc1	-0.8	20	-43
C/C(=N\Nc1cc(C(F)(F)F)ccc1Cl)c1ccccc1O	-0.7	14	-24
CC1CC(C)CN(S(=O)(=O)c2ccc3c(c2)n(C)c(=O)c(=O)n3C)C1 (configuration not stated)	0.2	9	2
O=C(Cc1ccc(S(=O)(=O)N2CCCCC2)cc1)NCc1ccc(Cl)cc1	-1.4	0	-11
CC(C)CN1CCN(Cc2cc3ccccc3[nH]2)CC1CCO (configuration not stated)	-1.4	3	-29
Fc1cccc(Cl)c1CNn1cn[nH]c1=S	-1.1	15	-18
CN(C)C(=O)CN1CCN(C(=O)CCl)CC1	-2.3	6	11
CC(C(=O)OCC(=O)c1ccc(Br)cc1)N1C(=O)C2C3C=CC(C3)C2C1=O (configuration not stated)	-1.2	9	-21
O=C(CSc1nc2sccc2c(=O)[nH]1)N1CCN(c2ccccc2)CC1	-1.8	10	-13
Cc1ccc(C2=NCCn3nc4cc([N+](=O)[O-])ccc4c32)cc1	-0.9	17	-13
COc1cccc(C(=O)OCC(=O)c2ccc(Br)s2)c1OC	5.9	2	-12
Cc1ccccc1Cn1c(=O)sc2ccccc2c1=O	-1.0	16	-32
CC(=O)C1=C(C)NC(C)=C(C(C)=O)C1c1ccccc1	-0.8	6	-4
COc1cc(-c2nc(C(=O)NC3CCCCC3)cc3c2[nH]c2ccccc23)cc(OC)c1OC	4.9	17	-35
Cc1cc(OCC(O)CN2C(C)CCCC2C)ccc1C(C)C (configuration not stated)	-0.8	10	-9
CC(=O)c1ccc(N(CC(=O)NCCc2ccccc2)C(=O)c2csnn2)cc1	-1.3	9	-8
O=C(Cc1coc(-c2ccc(F)cc2)n1)NCc1ccccc1	-1.3	11	-11
CCc1nn(CC(=O)NCCN2CCN(C)CC2)c(=O)c2cc3occc3n12	0.3	-4	-3
COc1ccc2c(=O)c(-c3ccc4c(c3)OCO4)coc2c1	2.5	16	-27

An excerpt from above in order of count of non-hydrogen atoms, rising.
SMILES	STK33 inh	OX1R antag-1	OX1R antag-2
Fc1cccc(Cl)c1CNn1cn[nH]c1=S	-1.1	15	-18
CSCCC(NC(=O)c1ccccc1)C(=O)NNC(=O)c1ccccc1 (configuration not stated)	0.0	3	-7
O=[N+]([O-])c1ccc(S(=O)(=O)N(CCCN2CCOCC2)Cc2cccs2)cc1	-2.6	86*	-24
Cc1ccc(NC(=O)CSc2nc(N)cc(N)n2)cc1S(=O)(=O)N1CCOCC1	3.0	14	-19
O=C(CN(C(=O)CCC(=O)Nc1ccccn1)C1CCCC1)NCc1ccccc1	-0.6	8	-31
CCN(CC)c1ccc(C(=O)NC(=S)N2CCN(Cc3ccc4c(c3)OCO4)CC2)cc1	0.9	18	-38

The list goes on:
SMILES	STK33 inh	OX1R antag-1	OX1R antag-2
O=C(NCCCN1CCCC1=O)Nc1cc(Cl)ccc1Cl	0.2	-2	-11
CCC1CCCCN1C(=O)CCc1nnc(C2CCCCC2)o1 (configuration not stated)	-0.7	22	-26
O=C(NCc1ccccc1Cl)c1cccc(NC2=NC3CS(=O)(=O)CC3S2)c1 (configuration not stated)	0.1	2	2
O=S(=O)(NCc1cccs1)NCc1ccccc1F	-0.4	18	-1
COc1ccc(C(=O)N(C)CCCC2CCCC2)cc1OC1CCN(C(C)=O)CC1	0.5	10	-33
C[C@H](NS(=O)(=O)OCC(Cl)(Cl)Cl)C1CC1c1ccccc1 (some centres not stated)	-1.9	24	-19
Cc1ccc(OCC(=O)O/N=C(\N)c2ccncc2)c(C)c1	0.6	21	-10
OCCN(CCO)c1nc2ccccc2[nH]1	0.3	1	0
O=C(Cn1nc(-c2ccccc2)ccc1=O)NCC1COCCO1 (configuration not stated)	-1.4	5	-2
O=C(CN1CCC(n2nnc3cc(C(F)(F)F)ccc32)CC1)N1CCc2ccccc21	1.4	7	-2
O=C(COC(=O)c1ccc2ncsc2c1)NCc1ccc(Cl)cc1	-0.9	-2	0
O=S(=O)(c1ccc(N2CCCC2)cc1)C(F)(F)F	-2.9	30	-8
CN(Cc1ccccc1)C(=S)Nc1ccc(OC(F)F)cc1	-0.8	1	-6
CC(O)c1ccc(Oc2cnccn2)cc1 (configuration not stated)	0.9	5	-2
CCOc1ccc(NC(=O)CSc2nnnn2C2CCCC2)cc1	-3.5	10	-19
COC(=O)C1=C(C(=O)c2ccc(C)cc2)C(c2ccc(OC)c(OC)c2)n2nnnc2N1 (configuration not stated)	-0.3	8	-9
CC(C)[C@H](NC(=O)c1ccccc1F)C(=O)OCC(=O)NC1CC1	-2.1	6	1
COc1cc(-c2nc3cnccn3c2Nc2ccc(C(C)C)cc2)ccc1O	1.1	-3	-8
COc1ccc(C2c3[nH]c4ccccc4c3CCN2CCCn2cccn2)cc1C (configuration not stated)	1.5	21	-18
O=C(CN1CCN(C(=O)c2ccco2)CC1)Nc1ccc(Cl)c(S(=O)(=O)N2CCOCC2)c1	-1.4	16	-16
O=C(O)CCN1C(=O)c2ccccc2Sc2ncccc21	-2.2	2	3
CC1=C(C#N)CCC(=O)N1Cc1c(C)cc(C)cc1C	-0.4	9	-28
O=C(CSC1=NS(=O)(=O)c2cc(Cl)ccc2N1)NCCc1ccccc1	-0.4	25	-13
CC(C(=O)Nc1ccccc1)N(C)CCOc1ccc(Br)cc1 (configuration not stated)	-0.7	17	-19
CCN(Cc1ccccc1)C(=O)c1ccc(SC)cc1OC	0.3	42	-25
Cn1c(CN2CCOCC2)nnc1SCC(=O)Nc1ccc2c(c1)OCCO2	-1.3	5	0
COC(=O)Nc1ccc(S(=O)(=O)Nc2cnc3ccccc3n2)cc1	-1.8	4	-16
Cc1ccc(C(=O)NCc2n[nH]c(=S)n2-c2ccccc2)cc1[N+](=O)[O-]	-0.5	32	-20
C=CCn1c(SC(C)C(=O)NCC2CCCO2)nnc1-c1ccc(OC)cc1 (configuration not stated)	-2.0	-2	-20
CCn1c(CC(=O)Nc2ccccc2Cl)nnc1SCC(=O)NC1CCCC1	-0.9	11	-10
COc1ccc(C(=O)/C=C/c2ccc(F)cc2)c(OC(=O)c2ccc([N+](=O)[O-])cc2)c1	-0.2	7	-8
COc1ccc2oc(C(=O)Nc3ccc(C)cn3)c(C)c2c1	-1.0	23	-8
COc1cc(/C=N/n2c(-c3ccccc3)n[nH]c2=S)cc(OC)c1OC	-1.4	18	-8
CN(C)C(=O)NC1C=CS(=O)(=O)C1 (configuration not stated)	-1.2	14	-13
O=C(CN(CCCN1CCOCC1)C(=O)Cn1nnc(-c2ccc(F)cc2)n1)NC1CCCCC1	-1.8	14	-21
COc1ccc(-c2oc(=O)c3cc(OC)c(OC)cc3c2/C=C/c2ccc(F)cc2)cc1	-2.0	-4	-34
NC(=S)N=Nc1c(O)[nH]c2ccc(F)cc12	1.5	83*	5
CCOC(=O)c1c(NC(=O)CNC2CCCCC2)sc(C)c1C	-1.1	6	-46
COC(C(=O)Nc1ccccc1C(=O)N1CCOCC1)c1ccccc1 (configuration not stated)	0.0	17	-12
Cc1ccc(NC(=O)CN(C)C(=O)COc2ccccc2-c2ccccc2)cc1	0.8	22	18

With a hit mark in OX1R antag-1, of those listed so far:
SMILES	STK33 inh	OX1R antag-1	OX1R antag-2
O=[N+]([O-])c1ccc(S(=O)(=O)N(CCCN2CCOCC2)Cc2cccs2)cc1	-2.6	86*	-24
NC(=S)N=Nc1c(O)[nH]c2ccc(F)cc12	1.5	83*	5

Later entries
SMILES	STK33 inh	OX1R antag-1	OX1R antag-2
O=C(CCCc1nc(-c2ccccc2)no1)NC1CCCCC1	-0.2	6	-5
CSc1nc2c(c(=O)[nH]1)C(c1ccc(Cl)cc1)CC(=O)N2 (configuration not stated)	0.6	9	-9
Cc1c(C(=O)NC(=S)N(Cc2ccccc2)c2ccccn2)cccc1[N+](=O)[O-]	1.4	4	-15
C=CCn1c(SCC(=O)Nc2ccc3c(c2)OCCO3)nnc1-c1ccco1	-1.9	12	-26
CCN(c1cccc(C)c1)S(=O)(=O)c1cnc[nH]1	2.5	6	4
CCCn1nc(C(=O)NNC(=O)CCCOc2ccc(C)cc2)c2ccccc2c1=O	-2.7	13	-37
O=C(N/N=C/c1ccc2c(c1)OCO2)C(=O)Nc1cccc(Cl)c1	-1.1	7	-15
COc1ccc(NC(=O)C2(c3cccs3)CCOCC2)cc1	-0.8	-3	-13
COc1ccc(OC)c(NC(=O)COC(=O)CSc2ccc(Cl)cc2)c1	-2.2	5	-4
CCOCC(=O)Nc1ccc([N+](=O)[O-])cc1OC	0.6	16	-2
O=C(CO/N=C/c1ccc(Cl)cc1Cl)NNC(=O)c1ccc(Cl)cc1Cl	-0.3	15	7
O=C(O)CCN=CC1=C(O)CC(c2ccccc2)CC1=O (configuration not stated)	-0.2	4	0
CN(c1ccccc1)S(=O)(=O)c1cccc(C(=O)N2CCN(c3ccccn3)CC2)c1	-1.3	21	-23
